Bioassay records: PubChem, Johns Hopkins Ion Channel Center
MrgX1 agonist: agonists of human MrgX1 receptor. Q96LB2. MrgX1-HEK293 cells, Fluo-4 calcium fluorescence, agonist mode; hits give high values. B-score at 10 µM. 310,000 compounds, 0.44% hits. AID 588627;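 active = calcium response B-score plate-corrected fluorescence ratio at least 3 library SD, with starting fluorescence B-score inside 5 SD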
Target sequence (Q96LB2 whole entry, looked up): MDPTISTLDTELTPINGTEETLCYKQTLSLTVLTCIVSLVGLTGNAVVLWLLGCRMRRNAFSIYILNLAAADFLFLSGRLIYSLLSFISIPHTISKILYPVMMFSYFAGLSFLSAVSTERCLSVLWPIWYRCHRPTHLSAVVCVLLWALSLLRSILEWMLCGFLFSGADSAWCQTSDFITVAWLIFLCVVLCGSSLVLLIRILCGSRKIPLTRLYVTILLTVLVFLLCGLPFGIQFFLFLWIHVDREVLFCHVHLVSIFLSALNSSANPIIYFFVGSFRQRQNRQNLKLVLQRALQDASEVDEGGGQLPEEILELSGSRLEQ
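Assay system: stable human MrgX1 HEK293 cell line. Quantity: 15,000 cells per well. Schedule: cells plated overnight, dye loaded 0.5 h 37 °C, 0.5 h room temperature. Detection: Fluo-4 NW calcium-flux fluorescence, kinetic read. Read-out basis: peak-minus-minimum fluorescence over baseline, converted to B scores. Control set: positive and negative control wells on each plate.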
TRPC4 PAM: allosteric potentiators of mouse TRPC4 channel; B-score at 10 µM; AID 2227; HEK293 TRPC4beta/mu-opioid, DAMGO EC20, Fluo-4 Ca2+ flux; hits give high values; 310,000 compounds, 0.42% hits; Q9QUQ5;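 active = B-score of calcium response area above 5 SD of library B-scores, with initial fluorescence ratio within 5 SD of library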;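 note: B-score of integrated fluorescence ratio over time as area under calcium response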
TRPC4 block: TRPC4 (mouse) channel inhibition; HEK293 TRPC4beta/mu-opioid, DAMGO-evoked Fluo4 calcium flux; hits give low values; B-score at 10 µM; 300,000 compounds, 0.39% hits;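 active = B-score over 3 SD under the library average, no early fluorescence shift, positive overall ratio signal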
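Assay system – HEK293 line stably carrying TRPC4beta and mu-opioid receptor · Doses – single dose · Detection – Fluo4 calcium-dye fluorescence, kinetic read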
ANO1 block: inhibitors of mouse TMEM16A calcium-activated chloride channel; AID 588511; HEK293 TMEM16A/YFP iodide influx fluorescence, ionomycin; normalized B-score (activity score, 25-100; higher = stronger inhibition) at 10 µM; 310,000 compounds, 1.2% hits; Q8BHY3;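 active = ratio plate-corrected score three or more library SD toward inhibition, starting fluorescence score within five deviations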;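 note: score derived from kinetic fluorescence span divided by baseline fluorescence per well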
MrgX1 allo act: allosterically activates human MrgX1 receptor signaling. AID 588675. Q96LB2. MrgX1-HEK293, Fluo-4 calcium flux, FDSS; hits give high values. B-score at 10 µM. 310,000 compounds, 0.63% hits;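 active = plate-corrected calcium response at least 3 library SD above typical, normal starting fluorescence, not activating the receptor alone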;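 note: compound read alongside a low EC10 to EC30 dose of BAM8-22 agonist; peak minus trough fluorescence over baseline measured at the second addition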
TRPC6 inh: inhibitors of mouse TRPC6 channel | Q61143 | HEK293-TRPC6, membrane potential dye, ACh-evoked depolarization; hits give low values | B-score at 10 µM | 310,000 compounds, 1.1% hits | AID 2553;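 active = B-score under library mean minus 3 SD, initial fluorescence not abnormally high, positive integrated signal ratio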;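 note: B-score derived from integrated fluorescence ratio over the kinetic read; more negative B-score means stronger inhibition of depolarization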
TRPC4 agonist: activators of mouse TRPC4 channel; B-score at 10 µM; HEK293 TRPC4beta/mu-opioid, Fluo4 calcium fluorescence; hits give high values; AID 2237; 310,000 compounds, 0.49% hits; Q9QUQ5;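 active = B-score above 5 SD of library B-scores, and initial fluorescence ratio not above library mean plus 5 SD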;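 note: positive B-score marks a calcium rise read as TRPC4 activation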
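Test system: HEK293 cells stably co-expressing mouse TRPC4beta and mu-opioid receptor | Schedule: Fluo4 dye loading 45 min at room temperature, 110 s recording | Measured by: Kinetic Fluo4 calcium fluorescence, 5 s baseline at 1 Hz | Evaluation: B score of integrated ratio | Controls: Buffer (low) and maximal DAMGO (high)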
MrgX1 antag: antagonists of human MrgX1 receptor. AID 588676. Q96LB2. B-score at 10 µM. MRGX1-HEK293 calcium flux, Fluo-4, BAM8-22 antagonism; hits give low values. 310,000 compounds, 1.3% hits;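 active = calcium-response B-score plate-corrected more than 3 library SD below zero, starting fluorescence within 5 deviations, no agonist response on first addition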;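 note: peak minus trough fluorescence over baseline after final BAM8-22 challenge near maximal dose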
RGS4 block: human RGS4 inhibition; 310,000 compounds, 0.45% hits; B-score at 10 µM; HEK293 M3R/RGS4 inducible, Fluo-4 calcium flux; hits give high values; triggered by carbachol at its EC20;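 active = B-score, a plate-corrected calcium signal, over three deviations above library mean, with baseline fluorescence within five deviations of library mean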;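 note: RGS4 expression induced by doxycycline in cells with stable M3 receptor; B-score is computed from the integrated fluorescence ratio over baseline after carbachol; higher B-score means a larger calcium signal and so more RGS4 inhibition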
Target sequence (P49798 whole entry, looked up): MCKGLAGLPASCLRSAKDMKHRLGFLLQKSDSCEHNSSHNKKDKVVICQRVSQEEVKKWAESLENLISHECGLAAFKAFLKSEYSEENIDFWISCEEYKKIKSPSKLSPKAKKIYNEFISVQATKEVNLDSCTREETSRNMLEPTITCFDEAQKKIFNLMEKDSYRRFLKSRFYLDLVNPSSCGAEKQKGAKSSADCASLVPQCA
TRPC6 act: mouse TRPC6 channel activation; HEK293-TRPC6 membrane potential dye fluorescence; hits give high values; B-score at 10 µM; Q61143; 310,000 compounds, 0.13% hits;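 active = B-score of the integrated fluorescence ratio above library mean plus 3 SD, and starting fluorescence ratio within library mean plus 5 SD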;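 note: higher score means more depolarization so channel activation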
ANO1 activ: activates or potentiates the mouse TMEM16A chloride channel | AID 623877 | HEK293 TMEM16A/YFP-H148Q/I152L, iodide quench fluorescence; hits give low values | 340,000 compounds, 0.3% hits | Q8BHY3 | B-score at 10 µM;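 active = fluorescence-ratio B-score plate-corrected deviation score at least 3 library SD below zero, with starting fluorescence score within 5 deviations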;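 note: channel opened by trigger with iodide after compound preincubation; score built on the fluorescence ratio of max minus min over baseline; more negative score means more quench and so TMEM16A activation or potentiation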
Numbers without * were called inactive.

How did O=C(Nc1ccc(Cl)cc1)/C(=C/c1cccc(O)c1)c1nc2ccccc2s1 do in these assays?
MrgX1 agonist: inactive; TRPC4 PAM: inactive; TRPC4 block: inactive; ANO1 block: inactive; MrgX1 allo act: inactive; TRPC6 inh: inactive; TRPC4 agonist: inactive; MrgX1 antag: inactive; RGS4 block: inactive; TRPC6 act: inactive; ANO1 activ: inactive

How did COc1ccc(/C=N/NC(=O)CCN2CCCCC2c2cccnc2)cc1Cn1cc([N+](=O)[O-])cn1 (stereo not given) do in these assays?
MrgX1 agonist: inactive; TRPC4 PAM: inactive; TRPC4 block: inactive; ANO1 block: inactive; MrgX1 allo act: inactive; TRPC6 inh: inactive; TRPC4 agonist: inactive; MrgX1 antag: inactive; RGS4 block: inactive; TRPC6 act: inactive; ANO1 activ: inactive

What do the screens show for `CCOc1ccc2nc(N3CCCC(C(=O)NCCCN4CCCCC4)C3)sc2c1` (stereo not given)?
MrgX1 agonist: inactive; TRPC4 PAM: inactive; TRPC4 block: inactive; ANO1 block: inactive; MrgX1 allo act: inactive; TRPC6 inh: inactive; TRPC4 agonist: inactive; MrgX1 antag: inactive; RGS4 block: inactive; TRPC6 act: inactive; ANO1 activ: inactive

How did O=C(CNC(=O)c1ccco1)OCC(=O)c1ccc(Br)cc1 do in these assays?
MrgX1 agonist: inactive; TRPC4 PAM: inactive; TRPC4 block: inactive; ANO1 block: inactive; MrgX1 allo act: inactive; TRPC6 inh: -5.3*; TRPC4 agonist: inactive; MrgX1 antag: inactive; RGS4 block: inactive; TRPC6 act: inactive; ANO1 activ: inactive

How did CC(C)N=C1NN=C(c2ccc(F)cc2)CS1 do in these assays?
MrgX1 agonist: inactive; TRPC4 PAM: inactive; TRPC4 block: inactive; ANO1 block: inactive; MrgX1 allo act: inactive; TRPC6 inh: inactive; TRPC4 agonist: inactive; MrgX1 antag: inactive; RGS4 block: inactive; TRPC6 act: inactive; ANO1 activ: inactive

What do the screens show for `COCCN(C(=O)CSc1nnc(-c2ccccc2C)n1C)c1c(N)n(Cc2ccccc2)c(=O)[nH]c1=O`?
MrgX1 agonist: inactive; TRPC4 PAM: inactive; TRPC4 block: inactive; ANO1 block: inactive; MrgX1 allo act: inactive; TRPC6 inh: inactive; TRPC4 agonist: inactive; MrgX1 antag: inactive; RGS4 block: inactive; TRPC6 act: inactive; ANO1 activ: inactive

Results for CCOC(=O)CN(C(=O)c1snc(C(N)=O)c1N)C(C(=O)NC1CCCCC1)c1ccc(F)cc1 (stereo not given) ?
MrgX1 agonist: inactive; TRPC4 PAM: inactive; TRPC4 block: inactive; ANO1 block: inactive; MrgX1 allo act: inactive; TRPC6 inh: inactive; TRPC4 agonist: inactive; MrgX1 antag: inactive; RGS4 block: inactive; TRPC6 act: inactive; ANO1 activ: inactive

How did Cc1cc(OCC(=O)NC2CCN(Cc3ccccc3)CC2)c2c(C)cc(=O)oc2c1 do in these assays?
MrgX1 agonist: inactive; TRPC4 PAM: inactive; TRPC4 block: inactive; ANO1 block: inactive; MrgX1 allo act: inactive; TRPC6 inh: -6.1*; TRPC4 agonist: inactive; MrgX1 antag: inactive; RGS4 block: inactive; TRPC6 act: inactive; ANO1 activ: inactive

How did O=C(Nc1cc(C(F)(F)F)ccc1Cl)c1cccc(N2C(=O)CCC2=O)c1 do in these assays?
MrgX1 agonist: inactive; TRPC4 PAM: inactive; TRPC4 block: inactive; ANO1 block: inactive; MrgX1 allo act: inactive; TRPC6 inh: inactive; TRPC4 agonist: inactive; MrgX1 antag: inactive; RGS4 block: inactive; TRPC6 act: inactive; ANO1 activ: inactive

How did CCC(C)(C)n1nnnc1C(c1cccs1)N1CCCCC1 (stereo not given) do in these assays?
MrgX1 agonist: inactive; TRPC4 PAM: inactive; TRPC4 block: inactive; ANO1 block: inactive; MrgX1 allo act: inactive; TRPC6 inh: inactive; TRPC4 agonist: inactive; MrgX1 antag: inactive; RGS4 block: inactive; TRPC6 act: inactive; ANO1 activ: inactive

How did N#Cc1cc2c(nc1SCc1cccc(Cl)c1)CCCCC2 do in these assays?
MrgX1 agonist: inactive; TRPC4 PAM: inactive; TRPC4 block: inactive; ANO1 block: inactive; MrgX1 allo act: inactive; TRPC6 inh: inactive; TRPC4 agonist: inactive; MrgX1 antag: inactive; RGS4 block: inactive; TRPC6 act: inactive; ANO1 activ: inactive

How did CC1CCc2sc(C(=O)Nc3nnc(SCc4ccc(F)cc4)s3)cc2C1 (stereo not given) do in these assays?
MrgX1 agonist: inactive; TRPC4 PAM: inactive; TRPC4 block: inactive; ANO1 block: inactive; MrgX1 allo act: inactive; TRPC6 inh: inactive; TRPC4 agonist: inactive; MrgX1 antag: inactive; RGS4 block: inactive; TRPC6 act: inactive; ANO1 activ: inactive

What do the screens show for `Cn1nc(C(F)(F)F)c(/C=N/OC(=O)c2ccccc2)c1Sc1ccc(Cl)cc1`?
MrgX1 agonist: inactive; TRPC4 PAM: inactive; TRPC4 block: inactive; ANO1 block: 25*; MrgX1 allo act: inactive; TRPC6 inh: inactive; TRPC4 agonist: inactive; MrgX1 antag: inactive; RGS4 block: inactive; TRPC6 act: inactive; ANO1 activ: inactive

How did COc1cccc(CSc2ccc(S(=O)(=O)N3CCOCC3)cc2C(=O)NCC2CCCO2)c1OC (stereo not given) do in these assays?
MrgX1 agonist: inactive; TRPC4 PAM: inactive; TRPC4 block: inactive; ANO1 block: inactive; MrgX1 allo act: inactive; TRPC6 inh: inactive; TRPC4 agonist: inactive; MrgX1 antag: inactive; RGS4 block: inactive; TRPC6 act: inactive; ANO1 activ: inactive

What do the screens show for `CCNc1ccc(N=Nc2c(C)n(C)n(-c3ccccc3)c2=O)cc1`?
MrgX1 agonist: inactive; TRPC4 PAM: inactive; TRPC4 block: inactive; ANO1 block: inactive; MrgX1 allo act: inactive; TRPC6 inh: inactive; TRPC4 agonist: inactive; MrgX1 antag: inactive; RGS4 block: inactive; TRPC6 act: inactive; ANO1 activ: inactive

Results for O=C(c1cccc(S(=O)(=O)Nc2cccc(C(F)(F)F)c2)c1)N1CCOCC1 ?
MrgX1 agonist: inactive; TRPC4 PAM: inactive; TRPC4 block: inactive; ANO1 block: inactive; MrgX1 allo act: inactive; TRPC6 inh: inactive; TRPC4 agonist: inactive; MrgX1 antag: inactive; RGS4 block: inactive; TRPC6 act: inactive; ANO1 activ: inactive

Results for C#CCOCCOCCOCCNc1nc(N2CCN(C(=O)[C@H]([C@@H](C)CC)n3cc([C@@H](N)CC(C)C)nn3)CC2)nc(N2CCN(C(=O)[C@H](Cc3ccc(O)cc3)n3cc([C@@H](N)CC(C)C)nn3)CC2)n1 ?
MrgX1 agonist: inactive; TRPC4 PAM: inactive; TRPC4 block: inactive; ANO1 block: inactive; MrgX1 allo act: inactive; TRPC6 inh: inactive; TRPC4 agonist: inactive; MrgX1 antag: inactive; RGS4 block: inactive; TRPC6 act: inactive

What do the screens show for `CC1=NN(C(=O)c2ccc(Cn3nc(C)c(Br)c3C)cc2)C(O)(C(F)(F)F)C1` (stereo not given)?
MrgX1 agonist: inactive; TRPC4 PAM: inactive; TRPC4 block: inactive; ANO1 block: inactive; MrgX1 allo act: inactive; TRPC6 inh: inactive; TRPC4 agonist: inactive; MrgX1 antag: inactive; RGS4 block: inactive; TRPC6 act: inactive; ANO1 activ: inactive

What do the screens show for `CCCC(C)C(=O)Nc1cc([N+](=O)[O-])ccc1F` (stereo not given)?
MrgX1 agonist: inactive; TRPC4 PAM: inactive; TRPC4 block: inactive; ANO1 block: inactive; MrgX1 allo act: inactive; TRPC6 inh: inactive; TRPC4 agonist: inactive; MrgX1 antag: inactive; RGS4 block: inactive; TRPC6 act: inactive; ANO1 activ: inactive

What do the screens show for `Cc1ccc(Cl)cc1N1CCN(C(=O)Cc2cn(C)c3ccccc23)CC1`?
MrgX1 agonist: inactive; TRPC4 PAM: inactive; TRPC4 block: inactive; ANO1 block: inactive; MrgX1 allo act: inactive; TRPC6 inh: inactive; TRPC4 agonist: inactive; MrgX1 antag: inactive; RGS4 block: inactive; TRPC6 act: inactive; ANO1 activ: inactive

How did CN1CCN(Cc2nc3ccccc3n2C)CC1CCO (stereo not given) do in these assays?
MrgX1 agonist: inactive; TRPC4 PAM: 19*; TRPC4 block: inactive; ANO1 block: inactive; MrgX1 allo act: inactive; TRPC6 inh: inactive; TRPC4 agonist: inactive; MrgX1 antag: inactive; RGS4 block: inactive; TRPC6 act: inactive; ANO1 activ: inactive

Results for COCCn1c(SCC(=O)N2CCOCC2)nnc1-c1ccncc1 ?
MrgX1 agonist: inactive; TRPC4 PAM: inactive; TRPC4 block: inactive; ANO1 block: inactive; MrgX1 allo act: inactive; TRPC6 inh: inactive; TRPC4 agonist: inactive; MrgX1 antag: inactive; RGS4 block: inactive; TRPC6 act: inactive; ANO1 activ: inactive

How did CCCOC(=O)c1ccc(NC(=O)CSC2=Nc3ccccc3C3CC=NN23)cc1 (stereo not given) do in these assays?
MrgX1 agonist: inactive; TRPC4 PAM: inactive; TRPC4 block: inactive; ANO1 block: 100*; MrgX1 allo act: inactive; TRPC6 inh: inactive; TRPC4 agonist: inactive; MrgX1 antag: inactive; RGS4 block: inactive; TRPC6 act: inactive; ANO1 activ: inactive

What do the screens show for `O=C1NC(c2ccccc2)=C(c2nc3ccccc3s2)C(c2ccccc2)N1` (stereo not given)?
MrgX1 agonist: inactive; TRPC4 PAM: 19*; TRPC4 block: inactive; ANO1 block: inactive; MrgX1 allo act: inactive; TRPC6 inh: inactive; TRPC4 agonist: inactive; MrgX1 antag: inactive; RGS4 block: inactive; TRPC6 act: inactive; ANO1 activ: inactive
